Screens (PubChem BioAssay)
PAFAH2 FP inh = PAFAH2 enzyme inhibitors, primary screen, biochemical, fluorescence polarization, human | Platelet-activating factor acetylhydrolase 2, cytoplasmic (Homo sapiens), Q99487 | recombinant PAFAH2, FP-rhodamine activity probe | inhibition, % at 3.39 µM | 0.99% of 340,000 active;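 active means inhibition above the mean over all tested compounds plus 3 SD, cut at about 30% in these data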;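 further: inhibitors block probe labeling of enzyme so polarization drops; 0% = enzyme with DMSO and 100% = wells lacking PAFAH2 protein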
LYPLA2 inh = LYPLA2 inhibitors, primary screen, counter-screen for PME1 inhibitor project, biochemical, fluorescence polarization, FP-Rh probe ABPP; Acyl-protein thioesterase 2 (Homo sapiens), O95372; recombinant LYPLA2; inhibition, % at 5.9 µM; 0.38% of 320,000 active; AID 2177, 2009;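 active means inhibition above the screen-wide mean plus 3 SD, limit set per campaign, cut at about 26% in these data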;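 further: 0% = LYPLA2 with DMSO and 100% = wells lacking LYPLA2 enzyme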
PAFAH1B2 inh = PAFAH1B2 enzyme inhibitors, primary screen, biochemical, fluorescence polarization, human; Platelet-activating factor acetylhydrolase IB subunit alpha2 (Homo sapiens), P68402; recombinant PAFAH1B2, FP-rhodamine activity probe; inhibition, % at 3.39 µM; 1.2% of 340,000 active; AID 492953, 2010;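 active means inhibition above the mean of all tested compounds plus 3 SD, cut at about 24% in these data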;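 further: 0% = enzyme with DMSO and 100% = wells lacking PAFAH1B2; many of its hits are not listed in these tables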
Target sequence (P68402 whole entry, looked up): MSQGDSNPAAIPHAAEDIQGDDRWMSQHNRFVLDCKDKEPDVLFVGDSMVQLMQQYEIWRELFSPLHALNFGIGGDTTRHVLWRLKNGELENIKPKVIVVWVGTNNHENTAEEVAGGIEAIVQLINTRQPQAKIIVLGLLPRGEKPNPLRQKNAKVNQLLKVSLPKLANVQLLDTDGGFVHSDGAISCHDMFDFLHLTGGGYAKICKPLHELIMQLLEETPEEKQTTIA
EBNA-1 inhibitor = EBNA-1 DNA-binding inhibitors, primary screen, biochemical, fluorescence polarization; inhibition, % at 14.8 µM; 0.34% of 300,000 active; AID 1950, 2009; in the data active means inhibition above about 28%
PAFAH1B3 FP inh = PAFAH1B3 enzyme inhibitors, primary screen, biochemical, fluorescence polarization, human. recombinant PAFAH1B3, FP-rhodamine probe. 0.28% of 340,000 active. inhibition, % at 3.39 µM. Platelet-activating factor acetylhydrolase IB subunit alpha1 (Homo sapiens), Q15102. AID 492972, 2010;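 active means inhibition above the screen-wide average of all tested compounds plus 3 SD, cut at about 25% in these data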;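 further: 0% = enzyme with DMSO only and 100% = wells lacking PAFAH1B3 protein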
LYPLA1 counter = LYPLA1 inhibitors, primary screen, counter-screen for PME1 inhibitor project, biochemical, fluorescence polarization, FP-Rh probe ABPP; recombinant LYPLA1; 0.16% of 320,000 active; inhibition, % at 5.9 µM; Acyl-protein thioesterase 1 (Homo sapiens), O75608; AID 2174, 2009;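 active means inhibition above the mean of all tested compounds plus 3 SD, set per campaign, cut at about 14% in these data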;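 further: inhibitors block serine hydrolase probe labeling of LYPLA1 so polarization falls; 0% = enzyme with DMSO and 100% = wells lacking LYPLA1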
PREPL inhibitor = PREPL enzyme inhibitors, primary screen, biochemical, fluorescence polarization; recombinant PREPL, fluorescence polarization activity-based probe; 0.68% of 320,000 active; inhibition, % at 5.96 µM; AID 2751, 2010; in the data active means inhibition above about 43%;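 further: 0% = enzyme with DMSO and 100% = wells lacking enzyme; many of its hits are not listed in these tables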
Target sequence (Q4J6C6 whole entry, looked up): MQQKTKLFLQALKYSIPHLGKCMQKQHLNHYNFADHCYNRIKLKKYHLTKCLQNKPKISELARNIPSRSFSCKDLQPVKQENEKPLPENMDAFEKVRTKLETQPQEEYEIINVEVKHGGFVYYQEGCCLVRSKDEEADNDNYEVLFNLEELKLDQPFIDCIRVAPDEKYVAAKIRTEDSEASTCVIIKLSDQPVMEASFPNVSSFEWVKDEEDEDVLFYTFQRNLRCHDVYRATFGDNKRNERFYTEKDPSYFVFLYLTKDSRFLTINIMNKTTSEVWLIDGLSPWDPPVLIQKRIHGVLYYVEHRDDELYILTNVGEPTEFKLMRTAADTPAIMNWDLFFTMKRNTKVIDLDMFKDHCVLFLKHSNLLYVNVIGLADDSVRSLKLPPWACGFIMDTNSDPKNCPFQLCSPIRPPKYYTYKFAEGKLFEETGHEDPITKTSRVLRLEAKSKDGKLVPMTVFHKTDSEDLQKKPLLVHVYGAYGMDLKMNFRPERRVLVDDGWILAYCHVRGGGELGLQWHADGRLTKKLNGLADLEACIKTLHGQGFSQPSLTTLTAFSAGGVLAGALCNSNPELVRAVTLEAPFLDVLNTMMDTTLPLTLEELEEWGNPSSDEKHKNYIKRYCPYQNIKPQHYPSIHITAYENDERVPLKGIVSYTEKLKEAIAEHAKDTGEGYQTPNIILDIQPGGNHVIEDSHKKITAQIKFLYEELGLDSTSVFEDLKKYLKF
pPAFAH FP inh = pPAFAH enzyme inhibitors, primary screen, biochemical, fluorescence polarization, human. inhibition, % at 3.39 µM. AID 463082, 2010. recombinant pPAFAH, FP-rhodamine probe fluorescence polarization. Platelet-activating factor acetylhydrolase (Homo sapiens), Q13093. 1.5% of 330,000 active;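 active means inhibition above the mean inhibition across the screen plus 3 SD, cut at about 25% in these data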;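 further: inhibitors block binding of the rhodamine activity-based probe so polarization drops; 0% = enzyme with DMSO and 100% = wells lacking pPAFAH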
ZTA counter = counter-screen for EBNA-1 inhibitors: inhibitors of Epstein-Barr virus ZTA. ZTA-DNA binding, fluorescence polarization. P03206. AID 2234. 0.15% of 320,000 active. inhibition, % at 11 µM; in the data active means inhibition above about 33%
Active calls of the source: *; x = not tested or not shown. An excerpt. The share of hits here may be higher or lower than overall.

SMILES	PAFAH2 FP inh	LYPLA2 inh	PAFAH1B2 inh	EBNA-1 inhibitor	PAFAH1B3 FP inh	LYPLA1 counter	PREPL inhibitor	pPAFAH FP inh	ZTA counter
COCCCn1c(SCC(=O)Nc2cccc(C)n2)nnc1-c1ccco1	4	-7	4	-6	5	-6	3	-8	-12
COCCNC(=S)N1CCN(Cc2cccc(OC)c2)CC1	-3	2	5	-1	11	-2	-2	1	12
COc1ccc(C(=O)C[n+]2ccc(C)cc2)cc1	-5	-3	5	7	-3	-2	1	3	4
O=C(NCCc1c[nH]c2ccccc12)c1cccc(S(=O)(=O)Nc2ccccc2Cl)c1	-1	1	17	-1	4	-2	-4	14	6
CC(C)(C)C(=O)CC(=O)Nc1ccc(Cl)c(N)c1	5	9	0	3	4	3	6	0	-6
CCn1c(SCC(=O)Nc2ccccc2)nc2nc3c(cc2c1=O)COC(C)(C)C3	x	-4	x	1	x	-1	1	2	2
Nc1sccc1C(=O)c1ccccc1	x	-4	x	-14	x	4	-7	3	-3
O=C1c2cccc(OCC(=O)N3N=C(c4cccs4)CC3c3ccc(F)cc3)c2CCN1Cc1ccccc1 (centres undefined)	-3	-6	0	8	3	-6	1	-4	-12
CN(CCC#N)S(=O)(=O)c1ccc2[nH]cc(C(=O)NCCc3ccccc3)c(=O)c2c1	0	-15	2	-12	-4	-11	-29	-1	-2
CCC(C)NC(=O)c1ccccc1-c1nc2ccccc2[nH]1 (centres undefined)	6	3	3	1	5	-4	8	-1	11
CCc1nc2ccc(C)cc2c(C(=O)Oc2cccc3cccnc23)c1C	-4	-1	3	8	4	-1	-2	6	-16
O=C(c1cccc2ccccc12)C1CCCN(C(=O)C2CCOCC2)C1 (centres undefined)	0	4	3	4	7	-3	-5	-1	4
CC(C)NC(=O)c1ccc(C2SCC(=O)N2Cc2ccccc2)cc1 (centres undefined)	9	7	-4	14	10	1	5	3	-10
CN(C)CCOC(=O)C12CC3(C)CC(C)(CC(C)(C3)C1)C2	1	6	-1	1	3	0	-44	6	-7
CCN(CC(=O)NCc1cccs1)C(=O)COc1ccccc1C#N	-1	1	5	x	6	0	-2	-1	9
CCS(=O)CC(=O)Nc1c(-c2ccccc2)oc2ccccc2c1=O (centres undefined)	x	4	x	-4	x	3	4	-2	0
FC(F)(F)c1cccc(CN2CCSCC2)c1	5	0	4	5	15	-1	12	4	18
CCOC(=O)c1sc(=S)n(-c2ccccc2)c1SC	-5	-8	1	7	16	-4	-2	0	13
Clc1ccc(OCCN2CCCCC2)cc1Cl	1	-1	1	-4	4	-3	8	1	14
COc1ccc(-c2noc(-c3ccc(Cl)cc3[N+](=O)[O-])n2)cc1OC	6	15	0	-6	3	2	2	3	7
O=C(Nc1cccc(Cl)c1)OCc1ccccn1	10	0	1	4	2	1	-12	-1	3
COc1cccc(-c2noc(C3CCCN(C(=O)Cc4ccccc4)C3)n2)c1 (centres undefined)	-1	-3	9	7	15	-4	-1	6	5
COc1ccc(C(CNC(=O)C(=O)Nc2ccc3c(c2)OCO3)N2CCN(C)CC2)cc1 (centres undefined)	5	10	2	0	10	2	28	-1	-4
Cc1ccccc1NC(=O)c1ccc(S(=O)(=O)C(F)F)cc1	1	7	-7	1	-4	-1	5	3	-3
O=C1CCCc2c1nc(-c1ccccc1)n2O	1	-9	0	-2	2	-1	6	-2	-13

(more compounds)
SMILES	PAFAH2 FP inh	LYPLA2 inh	PAFAH1B2 inh	EBNA-1 inhibitor	PAFAH1B3 FP inh	LYPLA1 counter	PREPL inhibitor	pPAFAH FP inh	ZTA counter
CCCCNC(=O)NC1CCCC1	2	2	0	-1	1	-1	3	0	-1
Cc1ccc(C(=O)Oc2ccc([N+](=O)[O-])cc2)cc1S(=O)(=O)N1CCCCCC1	-3	-7	4	0	-2	-4	9	10	6
COC(=O)c1cc2ccsc2n1CC(=O)Nc1cc(C)cc(C)c1	2	-6	5	5	-1	-2	1	-6	16
O=C(/C=C/c1cccs1)c1cc(Cl)ccc1O	-1	-4	-1	9	5	0	-86	0	-4
COc1cccc(-c2nnc(SCC(=O)N(C(C)C)C(C)C)o2)c1	1	-7	9	2	1	-5	-7	1	4
COc1ccc(C2CC(c3ccccc3)=NN2S(=O)(=O)c2ccccc2)c(OC)c1 (centres undefined)	-3	13	-3	1	7	5	1	-1	-11
O=C(NC1CCCC1)C(c1ccncc1)N(C(=O)c1csnn1)c1ccc(F)c(Cl)c1 (centres undefined)	4	9	2	5	10	0	6	0	-6
Cn1c(CCCOc2ccc(Cl)cc2Cl)nnc1SCC(=O)Nc1cccc(F)c1	-2	4	2	0	-2	-1	-3	9	8
O=C(Nc1cc2c(cc1Br)OCCCO2)c1ccccc1	0	3	6	2	-4	1	-6	4	-10
Cc1ccc(-c2c(C#N)c(N)n(-c3ccc(C)cc3)c(=O)c2C#N)cc1	-7	11	-4	-2	8	2	-10	3	4
O=[N+]([O-])c1ccc(/C=C/c2nc3ccc([N+](=O)[O-])cc3[nH]2)cc1	-3	-4	2	-6	14	-4	12	2	18
C=CCN1C(=NC(=O)CCCC(=O)O)SC2CS(=O)(=O)CC21 (centres undefined)	-4	4	4	-1	4	-1	2	-1	3
CC(C)CNC(=S)NNC(=O)c1ccc(OC(F)F)cc1	-1	-4	1	1	9	2	3	8	9
C=CCOc1ccc(C2N3CC4(CC)CN2CC(CC)(C3)C4=O)cc1 (centres undefined)	-10	-2	-3	-6	9	-3	0	-3	5
O=S(=O)(NCc1cccnc1)c1ccc(Br)s1	4	3	8	-6	1	0	14	-3	12
CC(C)Cn1c(SCC(=O)Nc2ccc3[nH]c(=O)[nH]c3c2)nc2ccccc2c1=O	2	-1	4	2	1	-2	15	6	-7
NC(=O)CC(NC(=O)c1cccc(Br)c1)c1ccc(N2CCN(c3ccccn3)CC2)c([N+](=O)[O-])c1 (centres undefined)	-1	23	5	7	5	-4	5	8	13
Cc1cc(N2CCN(c3ccccc3)CC2)nc2ccccc12	6	-3	1	-4	11	-5	30	10	-4
O=C(CCC1CCCN(C(=O)c2cncs2)C1)NCc1ccc(F)c(F)c1 (centres undefined)	-4	1	-3	-3	5	2	15	1	-2
C[C@H]1CC[C@H]2C(=O)N3[C@H](c4ccccc4Br)[C@@H](C)CC[C@H]3C(=O)N2[C@@H]1c1ccccc1Br	x	-6	x	3	x	-4	22	6	9
COCCCNC(=O)C1CCC(CNS(=O)(=O)c2ccc(C)cc2)CC1 (centres undefined)	x	1	x	-4	x	0	-3	0	3
CC(=O)N1CCc2cc(S(=O)(=O)CCC(=O)NCc3ccc(F)cc3)ccc21	6	-2	0	5	3	1	-6	-1	14
O=[N+]([O-])c1cccc(/C=N/Nc2cc(N3CCOCC3)ncn2)c1	-1	-4	6	12	13	-3	3	2	0
CCOC(=O)c1c(NC(=O)c2ccco2)sc(C(=O)N2CCCC2)c1C	-9	-2	3	-7	8	2	-3	0	14
CC(=O)c1coc2c1cc(O)c1ccccc12	-1	-2	-2	4	2	-4	4	2	4

Reprinted from the part before: 4 entries, then new ones.
SMILES	PAFAH2 FP inh	LYPLA2 inh	PAFAH1B2 inh	EBNA-1 inhibitor	PAFAH1B3 FP inh	LYPLA1 counter	PREPL inhibitor	pPAFAH FP inh	ZTA counter
CC(=O)N1CCc2cc(S(=O)(=O)CCC(=O)NCc3ccc(F)cc3)ccc21	6	-2	0	5	3	1	-6	-1	14
O=[N+]([O-])c1cccc(/C=N/Nc2cc(N3CCOCC3)ncn2)c1	-1	-4	6	12	13	-3	3	2	0
CCOC(=O)c1c(NC(=O)c2ccco2)sc(C(=O)N2CCCC2)c1C	-9	-2	3	-7	8	2	-3	0	14
CC(=O)c1coc2c1cc(O)c1ccccc12	-1	-2	-2	4	2	-4	4	2	4
COc1ccc(C(=O)NNC(=O)C2CCCN(C3CC(=O)N(c4ccccc4)C3=O)C2)cc1 (centres undefined)	3	-4	5	5	4	0	-2	-4	-1
COc1ccc(C)cc1NC(=O)C1CC(=O)OC12CCCCC2 (centres undefined)	-5	-4	0	-6	2	1	19	-8	-11
CCCOc1ccc(CSC2=NCCN2)cc1[N+](=O)[O-]	-6	12	5	1	1	-2	-6	4	1
CCOC(=O)c1ccc(NC(=O)CS(=O)(=O)c2cn(CC)c3ccccc23)cc1	0	-4	5	8	-10	3	-8	5	10
CC1CC(C)CN(CC(=O)Nc2cc(S(=O)(=O)N3CCOCC3)ccc2N2CCCC2)C1 (centres undefined)	3	3	2	x	0	0	7	-1	-9
COc1ccc(C2CC(c3ccccc3)=NN2C(=O)CSc2nccc(=O)[nH]2)cc1 (centres undefined)	-8	-3	9	-2	7	-5	-3	3	10
O=c1[nH]c(CSc2ncnc3sccc23)nc2cc(C(F)(F)F)ccc12	-1	1	-1	2	2	-3	6	6	5
CCOc1ccc(CCNC(=O)CN2C(=O)CCSc3ccccc32)cc1	3	7	-1	5	8	1	10	3	2
COc1cc2c(cc1OC)CN(C(=O)CN1CCN(S(=O)(=O)c3ccccc3)CC1)CC2	6	2	-2	2	9	1	1	2	3
CCOC(=O)NN1C(=O)c2ccccc2NC1c1ccccc1O (centres undefined)	-7	-1	1	-9	0	2	-2	-3	26

Sorted by molecular weight (smallest number first): 6 of the compounds above.
SMILES	PAFAH2 FP inh	LYPLA2 inh	PAFAH1B2 inh	EBNA-1 inhibitor	PAFAH1B3 FP inh	LYPLA1 counter	PREPL inhibitor	pPAFAH FP inh	ZTA counter
CC(C)(C)C(=O)CC(=O)Nc1ccc(Cl)c(N)c1	5	9	0	3	4	3	6	0	-6
COc1ccc(C)cc1NC(=O)C1CC(=O)OC12CCCCC2 (centres undefined)	-5	-4	0	-6	2	1	19	-8	-11
O=[N+]([O-])c1cccc(/C=N/Nc2cc(N3CCOCC3)ncn2)c1	-1	-4	6	12	13	-3	3	2	0
CCOC(=O)c1c(NC(=O)c2ccco2)sc(C(=O)N2CCCC2)c1C	-9	-2	3	-7	8	2	-3	0	14
COc1cc2c(cc1OC)CN(C(=O)CN1CCN(S(=O)(=O)c3ccccc3)CC1)CC2	6	2	-2	2	9	1	1	2	3
CC1CC(C)CN(CC(=O)Nc2cc(S(=O)(=O)N3CCOCC3)ccc2N2CCCC2)C1 (centres undefined)	3	3	2	x	0	0	7	-1	-9
